# Screens as filed in PubChem.
# HTRA1 inh = inhibitors of human serine peptidase HTRA1; Q92743; recombinant HTRA1, FP-rhodamine activity-based probe, fluorescence polarization; inhibition, % at 5.96 µM; 340,000 compounds, 0.5% hits; AID 504803; in the data active = inhibition above about 36%;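 also: 0% = enzyme with DMSO and 100% = wells lacking enzyme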
# PRMT1 inh = blocks human protein arginine methyltransferase 1; Q99873; recombinant PRMT1, activity-based probe fluorescence polarization; inhibition, % at 2.79 µM; 370,000 compounds, 1.3% hits; AID 652257;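 active = inhibition above about 21% made by adding two undisclosed values, limit read from the data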
# Target sequence (Q99873 whole entry, looked up): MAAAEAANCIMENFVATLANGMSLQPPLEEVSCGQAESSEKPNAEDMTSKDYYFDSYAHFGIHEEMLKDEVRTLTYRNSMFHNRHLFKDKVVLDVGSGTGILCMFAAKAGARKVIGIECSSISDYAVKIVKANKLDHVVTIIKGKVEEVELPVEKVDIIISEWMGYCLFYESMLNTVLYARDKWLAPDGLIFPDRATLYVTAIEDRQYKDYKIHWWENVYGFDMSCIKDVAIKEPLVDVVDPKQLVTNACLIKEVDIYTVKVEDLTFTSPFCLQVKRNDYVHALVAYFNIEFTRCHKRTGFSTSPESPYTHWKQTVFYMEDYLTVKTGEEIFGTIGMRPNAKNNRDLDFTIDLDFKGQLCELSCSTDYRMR
# DDE Tn7 FP inh = disrupts Tn7 cyclic peptide binding to fibrin D-Dimer-E complex; P02675; FP displacement of FITC-Tn7 peptide from fibrin DD(E); 0% = median of compound wells per plate; inhibition, % at 8.3 µM; 370,000 compounds, 0.13% hits;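 active = inhibition above the mean of compounds falling within the control limits plus 3 SD of them, cut at about 14% in these data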;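 also: 0% = plate median of compound wells and 100% = 10 µM Aha-Tn7 peptide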
#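 Measure: % inhibition scaled between sample-field median and high-control FP; Test system: human fibrin DD(E); Quantity: 2 µM final DD(E) protein; Doses: one dose, 8.3 µM nominal; Schedule: compound with protein 10 min, then 3 h after probe, room temperature; Detection: fluorescence polarization; Medium: Tris buffer with calcium and detergent, pH 7.8.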
# TCR-CD3 inh = human TCR-CD3 binding inhibition; 360,000 compounds, 0.37% hits; TAMRA-labeled TCR probe fluorescence, biochemical; AID 651800; inhibition, % at 9.4 µM; in the data active = inhibition above about 19%;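 also: recombinant mutant TCR 2C K166C tagged with TAMRA read by polarization; 0% = receptor in buffer alone and 100% = receptor with positive control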
# UHRF1 binding = human UHRF1 methylated DNA binding inhibitors. UHRF1 binding to methylated oligo, TR-FRET. Q96T88. inhibition, % at 4.4 µM. 370,000 compounds, 0.75% hits; in the data active = inhibition above about 21%;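 also: UHRF1 SRA domain binding a hemimethylated CpG hairpin DNA probe; 0% = median of test compound wells and 100% = reference inhibitor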
# PG9 binder = PG9 antibody binding by small molecule. TR-FRET gp120-PG9 antibody binding. inhibition, % at 6.7 µM. 360,000 compounds, 0.43% hits; in the data active = inhibition above about 8.5%
# SIAE inh = blocks human sialic acid acetylesterase | Q9HAT2 | SIAE FP-Rh probe binding, fluorescence polarization | inhibition, % at 9.66 µM | 370,000 compounds, 0.69% hits;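 active = inhibition above a cutoff: mean of compounds within the control limits plus 3 SD of those, cut at about 17% in these data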;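 also: 0% = plate median of compound wells and 100% = probe without SIAE protein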
# LEDGF integ inh = blocks HIV-1 LEDGF/p75-dependent DNA integration. TR-FRET IN-LEDGF/p75 DNA integration, Eu/Cy5. 370,000 compounds, 0.64% hits. inhibition, % at 3.7 µM;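 active = inhibition above the screen-wide mean plus 3 SD, cut at about 13% in these data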;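 also: signal is the Cy5 over europium emission ratio at 671 and 618 nm; 0% = plate median of compound wells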
# TDP2 inh = blocks human TDP2 phosphodiesterase activity. 370,000 compounds, 0.34% hits. AID 720702. recombinant TDP2, T5PNP hydrolysis, p-nitrophenol absorbance 415 nm. inhibition, % at 12.8 µM;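 active = inhibition above the mean of all tested compounds plus 3 SD, set per campaign, cut at about 25% in these data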;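 also: 0% = DMSO with enzyme and 100% = buffer with substrate but no TDP2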
# Target sequence (O95551 whole entry, looked up): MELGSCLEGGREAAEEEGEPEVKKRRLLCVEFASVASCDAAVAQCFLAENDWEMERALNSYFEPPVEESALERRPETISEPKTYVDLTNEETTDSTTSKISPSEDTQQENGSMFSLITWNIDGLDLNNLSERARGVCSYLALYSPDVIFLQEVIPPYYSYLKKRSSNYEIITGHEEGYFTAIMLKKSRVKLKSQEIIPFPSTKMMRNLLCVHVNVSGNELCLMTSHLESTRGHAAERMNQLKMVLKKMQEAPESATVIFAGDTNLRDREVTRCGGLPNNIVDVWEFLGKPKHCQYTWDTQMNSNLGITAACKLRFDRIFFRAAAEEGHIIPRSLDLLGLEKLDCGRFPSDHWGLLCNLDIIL
#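 Test system: Human TDP2 enzyme | Reagent: 5 mM T5PNP | Compound dosing: 12.8 µM single point, 1% DMSO | Incubation: Enzyme reaction with compound for 2 h at 37 °C | Technique: p-Nitrophenol epi absorbance | Read-out: % inhibition relative to enzyme-containing and enzyme-free wells | Benchmarks: High control without enzyme, low control DMSO plus TDP2 | Replicates: Singlicate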
# ABHD4 inh = inhibits mouse alpha/beta hydrolase domain 4. purified mABHD4, FP-Rh probe fluorescence polarization. 370,000 compounds, 0.54% hits. inhibition, % at 8.92 µM. Q8VD66;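 active = inhibition exceeding the mean over every tested compound plus 3 SD, cut at about 30% in these data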;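 also: 0% = plate median of compound wells and 100% = S159A mutant with DMSO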
# Target sequence (Q8VD66 whole entry, looked up, the tested form may be a part): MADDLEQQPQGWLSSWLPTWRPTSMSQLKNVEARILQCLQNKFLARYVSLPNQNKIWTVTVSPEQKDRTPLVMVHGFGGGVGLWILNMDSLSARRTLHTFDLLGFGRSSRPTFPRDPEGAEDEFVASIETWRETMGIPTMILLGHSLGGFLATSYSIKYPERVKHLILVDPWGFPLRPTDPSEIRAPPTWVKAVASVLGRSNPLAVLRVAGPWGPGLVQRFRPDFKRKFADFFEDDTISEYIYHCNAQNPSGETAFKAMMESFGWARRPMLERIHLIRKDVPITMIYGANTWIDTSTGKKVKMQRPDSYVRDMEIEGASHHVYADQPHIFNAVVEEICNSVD
#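 Test system: mABHD4 protein | Buffer or medium: HEPES pH 7.0 buffer, 150 mM NaCl, 0.01% Pluronic F-127 | Probe or stimulus: FP-Rh fluorescent activity-based probe, added after compound pre-incubation | Timing: Pre-incubation 45 min, probe exposure 60 min, at 25 °C | Technique: Fluorescence polarization, excitation 525 nm, emission 598 nm, BODIPY TMR filters | Repeats: Single well per compound (singlicate)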
# * = called active by the depositor; x = not tested or not shown.
canonical_smiles,HTRA1 inh,PRMT1 inh,DDE Tn7 FP inh,TCR-CD3 inh,UHRF1 binding,PG9 binder,SIAE inh,LEDGF integ inh,TDP2 inh,ABHD4 inh
CCCCOCCCNC(=O)C[C@H]1C[C@@]2(C(=O)OC)C(=C[C@H](COCc3ccccc3)O[C@@H]2C)N(CCC2=CCCCC2)C1=O,x,0,4,3,-2,-0.5,2,-2,-4,5
O=C(/C=C\c1ccco1)Nc1cc([N+](=O)[O-])ccc1F,1,4,-6,2,-7,-2.2,0,0,0,6
Cc1cc(OCC(=O)Nc2nnc(C3CC3)s2)ccc1C(C)C,-1,0,-4,-1,0,-0.8,-3,-3,5,-2
Cc1ccc(NC(=O)c2ccc(S(=O)(=O)NCc3ccco3)cc2)nc1,-2,0,5,2,-3,1.4,2,2,1,3
Cc1ccc(-c2c[n+](CC(=O)OCc3ccccc3)c3n2CCC3)cc1,7,3,-6,2,-3,-1.9,-1,4,2,0
CC(C)CNC(=O)/C=C/C(=O)O,3,0,-5,7,20,-2.4,-1,3,-2,4
CC(=O)Nc1ccc(-c2csc(Nc3cccc(C)n3)n2)cc1,-1,-7,-2,2,1,-2.2,3,-2,4,17
O=C1C(Cc2ccccc2O)NC(=S)N1c1ccccc1 (centres undefined),-3,3,2,-5,-1,-1.3,3,2,6,8
O=C1c2ccccc2S(=O)(=O)c2cc(C(=O)N3CCN(c4c(Cl)cncc4Cl)CC3)ccc21,1,2,-6,-5,-3,-1.6,6,-4,4,17
COc1ccc2c(c1OC)C[N+]1([O-])CCc3cc4c(cc3C1C2)OCO4 (centres undefined),-2,3,4,-2,7,-1.0,-3,2,5,-7
CN(C(=O)COC(=O)COc1ccccc1F)C1CCS(=O)(=O)C1 (centres undefined),-9,-3,-5,-3,-2,0.3,13,3,10,7
CCCN1Cc2cccc(C(=O)NCc3ccccc3OC)c2C1=O,-5,3,1,-4,0,0.1,0,-1,11,9
N=c1c2cn[nH]c2nc(SCC(=O)c2ccc(Br)cc2)n1-c1ccc(Br)cc1,-10,3,0,1,3,0.3,-26,-2,5,-15
O=c1c(Cl)c(NCc2ccc(F)cc2Cl)cnn1C12CC3CC(CC(C3)C1)C2,1,-2,3,5,2,1.2,7,2,1,2
O=S(=O)(c1ccc(-c2csc(-c3cccnc3)n2)cc1)N1CCCCC1,-56,0,5,2,0,-0.7,-7,-2,-4,-17
Cc1c(C(=O)NCc2ccc(F)cc2)sc(=O)n1Cc1ccccc1F,x,-4,-5,4,-2,-0.5,9,1,-3,-2
O=C(c1ccc(F)cc1)N1CCN(C2CCCCC2)CC1,-5,2,6,5,0,-1.1,1,1,8,7
COc1cccc(C(=O)NNC(=O)c2cccc3ccccc23)c1,1,-5,-2,3,1,-3.2,1,0,-4,0
CCn1c(CSc2nc3ccccc3s2)nnc1SCC(=O)NCC(=O)OC,-1,-2,8,2,-1,-0.1,-3,0,-7,0
O=C(NCCCN1CCCC1=O)c1c(O)nc2ccccn2c1=O,8,4,-7,-1,-2,0.2,11,1,11,11
CCCc1nn(C)c(C(=O)Nc2cccc(Cl)c2)c1Cl,-19,1,2,-3,3,-1.0,-3,0,-1,-8
COc1ccc(NC(=O)CSc2nccc(C)n2)cc1,12,0,5,1,5,-1.1,5,3,4,0
CCc1nn(CCCC(=O)Nc2ccc(C)cc2C)c(=O)c2cc3occc3n12,-13,-2,-1,4,-2,-2.1,-2,0,9,2
O=C(Cc1ccc(S(=O)(=O)N2CCOCC2)s1)Nc1ccc(Br)c(C(F)(F)F)c1,-64,1,-6,7,2,-0.2,-65,-1,-2,-39
Cc1nn(Cc2ccc([N+](=O)[O-])cc2)c(=O)n1-c1ccccc1,2,-3,-6,10,0,-0.8,5,-2,5,-7
CCOc1ccc(Nc2cc(C)nc(-n3nc(C)cc3C)n2)cc1,-1,0,2,3,-4,-1.1,-8,9,4,-3
CCOC(=O)c1[nH]c2c(c1C)C(=O)CC(c1ccc(F)cc1)C2 (centres undefined),-1,-4,-1,9,0,-0.6,-7,2,-6,-2
COc1cc(OC)cc(C(=O)OCCCOC(=O)c2cc(OC)cc(OC)c2)c1,-9,1,0,0,-1,1.0,7,-2,2,-6
CC1(c2nnc(-c3ccncc3)o2)CC(c2ccccc2)=NO1 (centres undefined),5,-1,-7,7,-3,-1.1,9,2,4,2
NC(=O)C1CCN(C(=O)C(=O)c2cn(CC(=O)N3CCCCCC3)c3ccccc23)CC1,7,2,-10,3,-2,-1.8,-9,1,-2,-2
COCC(C)OC(=O)/C(C#N)=C\c1coc2ccc(C)cc2c1=O (centres undefined),-8,-3,2,5,45*,-1.4,7,4,-1,4
COC(=O)c1ccc(NC(=O)c2snnc2-c2ccccc2)cc1,-33,2,-6,4,2,-1.5,-3,-3,-7,-5
CS(=O)(=O)N1CCC2CC1c1cc(-c3ccccc3)ccc12 (centres undefined),-7,-5,-6,0,-1,-0.2,-3,-2,4,-6
Cc1n[nH]c(C)c1C(=O)CC1(O)C(=O)N(CCc2ccccc2)c2ccc(Br)cc21 (centres undefined),-28,0,2,3,-1,-1.0,-2,1,-5,-1
COc1ccc(NCc2nn(CC(=O)c3ccc(Br)cc3)c3[n+]2CCCCC3)cc1,9,-4,-8,4,3,-0.5,8,1,1,9
CN(Cc1ccccc1)C(=O)c1cccc(NC(=O)Cc2ccc(NC(=O)C3CCN(C(=O)C4CCCC4)CC3)cc2)c1,-14,-5,-3,-2,-2,-1.3,-7,3,4,-5
CCOC(=O)Nc1nc(-c2ccc(F)cc2F)cs1,-7,-4,-2,7,-2,-2.1,9,2,11,-6
CCOC(=O)C1(Cc2cccc(OC)c2)CCCN(Cc2cc(C(C)C)n[nH]2)C1 (centres undefined),0,-1,-5,2,-1,-3.2,6,1,-5,1
Cc1ccc(SCc2cc(=O)n3[nH]c(C)nc3n2)cc1,-3,2,7,-6,2,-1.1,1,-5,9,6
O=C(NCc1ccccc1)C(CCc1ccccc1)n1c(=O)c(-c2cc3ccccc3[nH]2)nc2ccccc21 (centres undefined),x,-2,2,0,-4,1.1,-4,-1,-2,-27
CCOc1ncccc1C(=O)N1CCN(S(=O)(=O)c2ccc3ccccc3c2)CC1,-1,-2,3,3,1,0.4,0,0,-6,-6
COc1ccc(NC(=O)Nc2cccc3c2O[C@H](CN(C)C(=O)NC(C)C)[C@@H](C)CN([C@H](C)CO)C3=O)cc1,4,-1,-5,9,-2,1.4,1,-1,-4,3
COc1ccccc1CC(=O)Nc1ccon1,0,7,0,-7,0,1.3,1,0,-10,1
CN(C)c1ccc(/C=N/OC(=O)Nc2ccccc2)cc1,-3,8,0,-5,-2,-3.0,0,4,-3,-4
O=C(Nc1nc(-c2cccs2)c(-c2cccs2)s1)C1(c2ccccc2)CC1,-3,0,-4,-9,-2,-3.4,-5,-1,3,-4
COc1ccc(CNC(=O)CC2C(=O)NCCN2C2Cc3ccccc3C2)cc1 (centres undefined),6,-3,0,9,2,-1.9,11,2,-1,-1
O=C1/C(=C/c2cccc(Br)c2)SC(=S)N1CCC(=O)N(CCO)c1ccccc1,-20,6,-1,-15,1,-0.2,7,-3,3,-21
O=C(NC(=S)Nc1cccc2ncccc12)c1cccs1,4,-2,-1,-4,-5,0.3,5,1,6,-1
COc1cc(C)nc(-c2csc(C)n2)n1,2,2,5,0,1,0.2,-10,-4,-4,1
O=C(NCc1ccc(Cl)cc1)C1CCCN1C(=O)Nc1ccccc1 (centres undefined),-6,-1,1,-4,1,-1.9,-1,4,-18,5

# Exported field by field: entries from further up.
CCCc1nn(C)c(C(=O)Nc2cccc(Cl)c2)c1Cl
  HTRA1 inh: -19 | PRMT1 inh: 1 | DDE Tn7 FP inh: 2 | TCR-CD3 inh: -3 | UHRF1 binding: 3 | PG9 binder: -1.0 | SIAE inh: -3 | LEDGF integ inh: 0 | TDP2 inh: -1 | ABHD4 inh: -8
COc1ccc(NC(=O)CSc2nccc(C)n2)cc1
  HTRA1 inh: 12 | PRMT1 inh: 0 | DDE Tn7 FP inh: 5 | TCR-CD3 inh: 1 | UHRF1 binding: 5 | PG9 binder: -1.1 | SIAE inh: 5 | LEDGF integ inh: 3 | TDP2 inh: 4 | ABHD4 inh: 0

# Later entries
canonical_smiles,HTRA1 inh,PRMT1 inh,DDE Tn7 FP inh,TCR-CD3 inh,UHRF1 binding,PG9 binder,SIAE inh,LEDGF integ inh,TDP2 inh,ABHD4 inh
Cc1noc(C)c1CSCC(=O)Nc1cc(Cl)ccc1N1CCCCC1,-30,5,4,-2,-1,1.4,5,-2,-4,-4
COCCn1nnnc1C(c1ccc2ncccc2c1)N1CCN(c2ccccc2F)CC1 (centres undefined),-5,3,0,5,7,-0.8,-8,-8,-4,-8
Cc1cc(C)cc(NC(=O)c2ccc(Cn3nc(C)c(Cl)c3C)o2)c1,-57,-1,-10,2,2,0.3,-5,3,-6,-19
Nc1c(C(=O)OCC2CCCO2)c2nc3ccccc3nc2n1C1CCCC1 (centres undefined),-32,1,2,-5,-4,3.1,0,7,-2,17
O=C(CN(c1cccc([N+](=O)[O-])c1)S(=O)(=O)c1ccccc1)N(Cc1ccccc1)Cc1ccccc1,-2,1,-4,2,5,-1.0,0,3,-3,-5
COc1ccc(Br)cc1CNc1ccc(S(N)(=O)=O)cc1,-3,-4,-2,-5,-4,-1.6,2,4,-2,-6
Cc1ccc2c(CC(=O)NCC3COc4ccccc4O3)coc2c1 (centres undefined),-17,-1,-6,6,-2,-3.0,6,-3,0,-4
COc1ccc(NC(=O)Nc2ccc3c(c2)C(=O)N([C@H](C)CO)C[C@H](C)[C@@H](CN(C)C(=O)Nc2ccc(C(F)(F)F)cc2)O3)cc1,-18,1,-2,-12,3,-0.3,5,1,-17,-43
COc1cccc(S(=O)(=O)N(C)C[C@@H]2OCc3cnnn3CCCC(=O)N([C@@H](C)CO)C[C@@H]2C)c1,2,-3,4,-3,0,-1.5,0,0,6,5
CCNC(=S)NNC(=O)c1cccs1,-4,-2,-2,-2,-2,0.1,-2,1,4,4
Cc1ccccc1NC(=O)c1sc(Cl)nc1-c1ccccc1,-13,3,4,-5,-3,-0.5,-3,4,9,-7
O=C1COc2ccc(C(=O)COC(=O)c3ccc(S(=O)(=O)C(F)F)cc3)cc2N1,1,1,-4,-2,1,-1.5,7,0,-2,2
CC(=O)Nc1cccc(OC(=O)N2CCOCC2)c1,4,-4,4,8,-1,-2.3,-11,-2,4,3
O=C(COC(=O)/C=C/c1ccc(Cl)cc1Cl)Nc1cc(C(F)(F)F)ccc1N1CCOCC1,-1,1,-4,4,-2,-1.2,0,1,-4,4
COc1ccc(NC(=O)c2cn(-c3ccccc3)nc2SC)cc1,-35,2,-12,2,-2,-2.5,10,0,-21,-5
